Screens deposited in PubChem BioAssay by several laboratories.
HCV core dimer – HCV core protein dimerization inhibition; 0.33% of 300,000 active; inhibition, % at 5 µM; TR-FRET GST/Flag-core106 dimerization, 1536-well;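 active means inhibition above the mean of all tested compounds plus 3 SD, set per screening campaign, cut at about 45% in these data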
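test system = GST/Flag-tagged HCV core106 proteins | probe or stimulus = Eu donor and XL665 acceptor anti-tag antibodies | times = compound-protein-antibody incubation 4 h at 22.5 °C | signal = TR-FRET, excitation 340 nm, emission 617 and 671 nm | measure = percent inhibition of core106 dimerization signal | controls = wells lacking GST-core106 and wells with excess unlabelled core106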
procasp7 counter – counter-screen for procaspase-3 activators: activators of human procaspase-7; P55210; recombinant procaspase-7, Ac-DEVD-pNA absorbance 405 nm; D23A/D198A/D206A triple mutant, cannot self-cleave; scale: DMSO 0, 5 µM enzyme 100; activation, % at 8.5 µM; 0.093% of 330,000 active;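 active means percent activation above the screen-wide mean plus 3 SD, cut at about 25% in these data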
Target sequence (P55210 whole entry D23A/D198A/D206A): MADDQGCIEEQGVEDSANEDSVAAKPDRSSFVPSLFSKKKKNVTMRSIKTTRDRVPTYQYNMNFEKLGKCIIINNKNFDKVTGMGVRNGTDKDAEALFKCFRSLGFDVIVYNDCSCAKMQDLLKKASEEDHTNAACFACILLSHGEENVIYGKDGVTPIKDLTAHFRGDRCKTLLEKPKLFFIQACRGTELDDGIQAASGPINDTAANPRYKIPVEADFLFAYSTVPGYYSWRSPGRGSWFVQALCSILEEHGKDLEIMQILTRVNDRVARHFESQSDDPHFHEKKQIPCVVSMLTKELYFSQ
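System: Procaspase-7 triple mutant (PC-7 D3A); measure: % activation from two-timepoint absorbance difference, scaled to controls; times: 1 h compound preincubation, 2 h substrate cleavage, 25 °C; also added: Ac-DEVD-pNA substrate, 400 µM as added; measured by: Epi-absorbance of released pNA at 405 nm, two timepoints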
CTSL1 counter – cathepsin L1 inhibition, PFM18AAP counter-screen; inhibition, % at 5.96 µM; 0.49% of 300,000 active; recombinant F. hepatica cathepsin L1, Z-Leu-Arg-MCA fluorescence;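 active means inhibition above the mean of all tested compounds plus 3 SD, set per screening campaign, cut at about 17% in these data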;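 further: 0% = plate median of test compound wells and 100% = 1 µM Z-Phe-Ala-diazomethylketone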
PP1 counter – blocks human PP1-alpha phosphatase, a PP5 counter-screen; P62136; purified PP1alpha, OMFP fluorescence; inhibition, % at 6.7 µM; 0.9% of 320,000 active;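 active means inhibition above the mean inhibition of all tested compounds plus 3 SD, computed separately for each screening campaign, cut at about 15% in these data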
Target sequence (P62136 whole entry, looked up): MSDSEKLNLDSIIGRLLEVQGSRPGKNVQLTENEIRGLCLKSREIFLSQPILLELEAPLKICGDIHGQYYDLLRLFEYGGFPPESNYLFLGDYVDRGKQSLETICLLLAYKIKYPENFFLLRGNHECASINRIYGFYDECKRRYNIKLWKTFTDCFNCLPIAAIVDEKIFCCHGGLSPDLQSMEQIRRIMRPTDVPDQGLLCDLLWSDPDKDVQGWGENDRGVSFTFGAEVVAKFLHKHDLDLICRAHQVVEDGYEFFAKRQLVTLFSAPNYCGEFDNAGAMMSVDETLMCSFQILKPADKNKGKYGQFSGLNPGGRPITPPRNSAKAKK
PP5 primary – PP5 (human) phosphatase inhibition. P53041. purified PP5c, OMFP substrate fluorescence. inhibition, % at 6.7 µM. 0.18% of 320,000 active. AID 1987;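 active means inhibition above the campaign's mean inhibition across all tested compounds plus 3 SD, cut at about 9.5% in these data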;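 further: 0% = DMSO only and 100% = 100 µM cantharidin control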
VLA-4 inh – inhibition in a human VLA-4 binding assay. 0.2% of 330,000 active. AID 2557. inhibition, % (about 7 µM as worked out from the volumes in the protocol). VLA-4 expressing cells, ligand binding flow cytometry; in the data active means inhibition above about 50%
JMJD2C inh – inhibitors of human GASC-1 (JMJD2C) demethylase | Q9H3R0 | GST-JMJD2C(1-420) H3K9me3 demethylation, DELFIA europium | inhibition, % at 2.35 µM | 0.069% of 330,000 active;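 active means more than half of a compound's replicate wells show inhibition beyond 50%, single wells judged on their own value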;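 further: signal counts dimethyl H3K9 product captured on neutravidin plate; 0% = median of DMSO wells and 100% = 0.3 times that DMSO median; strong numbers were not always called active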
Target sequence (Q9H3R0 1-420 limits assumed): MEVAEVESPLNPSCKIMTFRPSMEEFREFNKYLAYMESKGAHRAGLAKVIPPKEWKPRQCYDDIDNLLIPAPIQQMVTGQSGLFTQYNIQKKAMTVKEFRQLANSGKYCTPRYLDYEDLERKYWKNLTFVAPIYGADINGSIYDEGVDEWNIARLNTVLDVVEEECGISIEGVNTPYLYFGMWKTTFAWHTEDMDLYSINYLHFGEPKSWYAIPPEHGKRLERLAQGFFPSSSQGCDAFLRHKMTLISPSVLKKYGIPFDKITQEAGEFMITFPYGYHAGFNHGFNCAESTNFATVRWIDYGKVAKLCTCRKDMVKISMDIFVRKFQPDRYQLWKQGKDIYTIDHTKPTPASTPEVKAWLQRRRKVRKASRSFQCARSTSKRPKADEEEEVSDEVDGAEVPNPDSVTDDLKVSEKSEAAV
proCasp3 act – activators of human procaspase-3; P42574; 0.11% of 330,000 active; recombinant procaspase-3 D3A, Ac-DEVD-pNA absorbance 405 nm; activation, % at 8.5 µM;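 active means activation above the mean of all tested compounds plus 3 SD, cut at about 21% in these data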;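 further: 0% = DMSO alone and 100% = DMSO wells spiked with extra 5 µM PC-3 D3A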
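assay system = Procaspase-3 D3A mutant | signal = absorbance at 405 nm, 0 and 120 min | times = 1 h preincubation plus 2 h reaction at 25 °C | repeats = single replicate | read-out = % activation between DMSO and enzyme-spiked controls | medium = Zinc-free HEPES saline buffer with Triton X-100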
GRK2 inh – blocks RNA aptamer binding to human GRK2. AID 488847. inhibition of aptamer binding, % at 10 µM. P25098. bead flow cytometry, FAM-aptamer displacement from GRK2. 0.59% of 330,000 active;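 active means inhibition of aptamer binding above 40%, roughly 3 SD of noise, on plates passing a quality check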;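 further: median bead fluorescence of bound FAM aptamer so fluorescent compounds give negative values; no value below 0 was filed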
The depositor's hits bear a star; i = inactive; · = not tested or not shown; & = joins results of further samples.

SMILES	HCV core dimer	procasp7 counter	CTSL1 counter	PP1 counter	PP5 primary	VLA-4 inh	JMJD2C inh	proCasp3 act	GRK2 inh
C#CCNC(=O)C1=C[C@@H](c2ccc(C(F)(F)F)cc2)[C@H](CCCO)[C@@H](OCC)O1	8	8	-1	-3	-0.6	29	-2	-11	0
COc1ccc(CC(NC(C)=O)C(=O)NC2CCN(C(=O)c3ccc(OC)c(OC)c3)CC2)cc1OC (centres undefined)	0	7	1	0	-0.6	-1	-27	4	0
O=C(Nc1ccnn1C1CCN(Cc2ccccc2OC(F)F)CC1)c1cccc(F)c1	-4	8	1	2	2.1	10	1	1	0
Cc1cccn2c(=O)c3cc(C(=O)NCCN4CCOCC4)n(C)c3nc12	-1	2	3	2	1.6	7	2	-7	2
N#Cc1cccnc1N1CCN(C(=O)c2cccc3c2C(=O)c2ccc(-c4ccc(Cl)c(C(F)(F)F)c4)cc2S3(=O)=O)CC1	·	7	·	·	·	-1	·	1	1
CCCC1O[C@@H]2C[C@H]3[C@@H]4CCC5=CC(=O)C=C[C@]5(C)[C@H]4[C@@H](O)C[C@]3(C)[C@]2(C(=O)CO)O1 (some centres undefined)	0	-1	5	-5	-2.8	-9	3	2	2
O=C(CSc1nc(C2CC2)nc2ccccc12)Nc1cccc(O)c1	-6	11	5	2	0.7	-15	-5	2	1
Cc1c(C(=O)NN)sc(=S)n1C	2	5	3	8	1.3	-1	1	-5	1
Clc1ccc(Cl)c(OCCCCN2CCCCC2)c1	1	-1	-8	2	2.3	9	-15	7	3
CC(C)CNC(=O)C1CCN(S(=O)(=O)c2ccc(-n3cnnn3)cc2)CC1	-1	11	0	-4	-0.3	15	5	-3	2
COc1nc(N)nc(CC(=O)C2CC2)n1	4	3	4	-3	-0.3	-3	-12	4	1
CN(C)c1ccc(/C=C(\Cl)c2nc3ccccc3s2)cc1	-1	-25	-3	2	4.4	-11	5	-33	0
CCOC(=O)Cc1csc(NC(=O)/C=C/c2ccc(Br)o2)n1	-9	8	0	3	1.0	1	6	-4	33
COc1ccc(OCC(=O)Nc2nnc(C)s2)cc1	-1	11	-2	-1	-0.6	0	-2	7	0
CC(C)(C)NC(=O)C(c1ccncc1)N(Cc1cccs1)C(=O)Cn1nnc(-c2ccc(F)cc2)n1 (centres undefined)	6	-3	-3	2	0.3	-5	-35	1	2
O=C(NNS(=O)(=O)c1ccc(Cl)cc1)c1cccs1	-1	4	-3	1	0.6	-5	10	-3	0
COc1ccc(Nc2nc3ccccc3nc2-n2nc(C)cc2C)cc1	-10	7	-1	2	1.9	0	27	-4	3
O=C(NC(Cc1c[nH]c2ccccc12)C(=O)OCC(=O)c1cccc2ccccc12)c1cccs1 (centres undefined)	11	2	-2	4	3.8	-2	-1	-5	2
Cc1ccc(-c2cc(C(=O)N3CCN(C(=O)c4ccco4)CC3)[nH]n2)c(C)c1	-2	1	10	8	2.9	24	70	7	7
O=C(COC(=O)[C@H](Cc1ccccc1)NC(=O)c1ccco1)NCc1ccccc1	1	0	7	1	0.9	13	-5	-7	3
CCOC(=O)/C(=C\C=C1/Sc2ccccc2N1CC)C(C)=O	-14	-26	7	7	4.8	30	5	-23	0
COCCNC(=O)CN(C(=O)CCC(=O)Nc1ccccn1)c1ccc(C)cc1	6	0	-6	0	4.8	5	-4	-2	0
COc1ccccc1C(=O)N/C(=C/c1ccc(Br)cc1)C(=O)NCC(=O)O	-2	3	3	0	-2.4	-5	-3	4	0
CCOC(=O)Cc1[nH]nc2c1C(c1cc(OC)ccc1OC)C(C#N)=C(N)O2 (centres undefined)	1	3	5	-6	-2.4	1	4	2	9
Clc1ccccc1N=C1SCCS1	-3	5	-8	-2	1.3	11	-5	-6	0

Rewritten with two lines to a compound: entries from further up.
Value order – HCV core dimer, procasp7 counter, CTSL1 counter, PP1 counter, PP5 primary, VLA-4 inh, JMJD2C inh, proCasp3 act, GRK2 inh
COc1ccccc1C(=O)N/C(=C/c1ccc(Br)cc1)C(=O)NCC(=O)O
    -2, 3, 3, 0, -2.4, -5, -3, 4, 0
CCOC(=O)Cc1[nH]nc2c1C(c1cc(OC)ccc1OC)C(C#N)=C(N)O2 (centres undefined)
    1, 3, 5, -6, -2.4, 1, 4, 2, 9

Additional results:
SMILES	HCV core dimer	procasp7 counter	CTSL1 counter	PP1 counter	PP5 primary	VLA-4 inh	JMJD2C inh	proCasp3 act	GRK2 inh
O=C(NCCCN1CCOCC1)c1cc(-c2ccc(Cl)s2)nc2ccccc12	2	8	4	-1	1.2	10	5	3	3
Cc1c(C(=O)Nc2ccccn2)oc2ccccc12	-3	-8	0	-5	0.9	-6	1	2	4
Cc1ccccc1NC(=O)C1CCCN(S(=O)(=O)c2cnc[nH]2)C1 (centres undefined)	-2	-4	-2	-1	-1.6	39	-20	-1	0
c1ccc(N2CCN(c3nnnn3-c3ccccc3)CC2)cc1	1	-2	-3	-3	-0.2	-4	1	2	1
O=C(CN(c1cc(C(F)(F)F)ccc1Cl)S(=O)(=O)c1ccccc1)NCc1cccnc1	6	-3	-1	1	4.0	2	-1	-1	0
O=C(c1cc2ccccc2oc1=O)N(Cc1cccs1)Cc1ccccc1Cl	21	2	2	7	1.8	-8	-4	-6	0
CC(=O)NC12CC3CC(C1)CC(C(=O)Nc1nccs1)(C3)C2	-5	-11	0	3	-0.7	-16	-2	3	3
C=CCc1ccc(OCCCOc2ccc(C)cc2OC)c(OC)c1	1	10	2	-2	3.1	23	-6	6	1
Cc1csc(SCC(=O)c2c(N)n(CC(C)C)c(=O)n(C)c2=O)n1	1	1	1	-3	-1.4	-1	7	4	0
Cc1ccc(C(=O)NN2C(=O)C3C4C=CC(C4)[C@@H]3C2=O)cc1 (some centres undefined)	-7	3	-4	-3	3.0	12	7	-5	2
O=C(NCCC1=CCCCC1)c1ccc(Cl)c(S(=O)(=O)N2CCCCC2)c1	7	-4	-1	2	2.8	-11	-6	6	2
CCOc1ccc(NC(=O)CCNC(=O)c2ccco2)cc1	-6	2	2	-1	2.6	-10	4	-12	4
CCOc1cc2[nH]c(=S)n(Cc3ccc(C(=O)NCCOC)cc3)c(=O)c2cc1OCC	8	3	-3	5	-0.5	7	9	4	0
CC1=C(C(=O)Nc2cccc(C(=O)NC(C)C)c2)SCCO1	-6	-8	-3	3	2.1	2	8	4	2
CSc1ccc(/C=C/C(=O)N2CCN(c3ccccn3)CC2)cc1	-10	9	-1	3	2.1	-3	2	0	1
CCOC(=O)c1cc(S(=O)(=O)Nc2cccc(OC)c2)cn1C	-1	7	3	-2	-0.8	-4	-1	5	0
COC(=O)c1c(NC(=O)c2ccccc2F)sc2c1C(C(=O)OC)CC2 (centres undefined)	5	-1	0	-5	2.5	13	1	6	0
Cc1ccc(-n2c(N)c(C#N)c(-c3ccc(Cl)cc3)c(C#N)c2=O)cc1	-1	17	2	-6	-1.8	-1	-6	6	0
CC(C)Oc1ccc(S(=O)(=O)N2CCOCC2)cc1NC(=O)Cc1ccsc1	·	4	·	·	·	9	-1	8	0
Cc1nc(C)n(CC(O)COc2ccc3c(c2)CCC3)n1 (centres undefined)	-4	3	-1	-7	-0.7	16	2	3	0
CC1=C(C(=O)OC(C)C)C(c2coc3ccccc3c2=O)C2=C(CCCC2=O)N1 (centres undefined)	-3	2	-1	-3	-1.4	14	-2	-3	0
c1ccc(-c2ncc3c(ccc4ccccc43)n2)cc1	-2	1	1	1	1.3	-1	-5	-6	2
CC(NC(=O)CN1CCc2ccccc21)c1ccccc1 (centres undefined)	28	8	-4	14	1.6	18	-7	4	6
CC1CCCN(C(=O)COC(=O)COc2ccc(Cl)cc2)C1 (centres undefined)	·	4	·	·	·	9	6	-2	3
O=C(O)c1ccccc1-c1c2cc(I)c(=O)c(I)c-2oc2c(I)c(O)c(I)cc12	i	-8	7	12	-2.3	8	·	-15	61*

Full records, looked up by structure.
Results for CSc1ccc(/C=C/C(=O)N2CCN(c3ccccn3)CC2)cc1 → HCV core dimer: -10; procasp7 counter: 9; CTSL1 counter: -1; PP1 counter: 3; PP5 primary: 2.1; VLA-4 inh: -3; JMJD2C inh: 2; proCasp3 act: 0; GRK2 inh: 1
Results for CC1=C(C(=O)OC(C)C)C(c2coc3ccccc3c2=O)C2=C(CCCC2=O)N1 (centres undefined) → HCV core dimer: -3; procasp7 counter: 2; CTSL1 counter: -1; PP1 counter: -3; PP5 primary: -1.4; VLA-4 inh: 14; JMJD2C inh: -2; proCasp3 act: -3; GRK2 inh: 0

Additional structures:
SMILES	HCV core dimer	procasp7 counter	CTSL1 counter	PP1 counter	PP5 primary	VLA-4 inh	JMJD2C inh	proCasp3 act	GRK2 inh
C=CCOc1ccccc1CN1CCC(C(=O)Nc2cccc(-c3ccn[nH]3)c2)CC1	6	11	-1	0	-0.2	10	-3	-1	0
COc1cc(Nc2cccc[n+]2C)cc(OC)c1OC	-1	-14	6	0	-0.3	-2	23	3	1
Cc1ccc(NC(=O)c2ccc(NC(=O)C3CCCCC3C(=O)O)cc2)cc1 (centres undefined)	4	-2	2	-5	-0.4	5	-2	1	6
COc1cccc(NC(=O)C2CCCN(S(=O)(=O)c3cccc4cccnc34)C2)c1 (centres undefined)	3	-2	-3	-3	2.6	-10	-14&2	1	0
O=C(CSc1nncs1)NC(=O)NCc1ccccc1	1	1	-2	0	3.8	4	7	0	1
O=C(Nc1ccccc1C(F)(F)F)c1ccc(F)c(S(=O)(=O)N2CCOCC2)c1	3	-6	9	-3	1.8	-15	-6	2	0
COc1cccc(N2C(=O)C(CC(=O)Nc3ccccc3)N(C3CCCCC3)C2=O)c1 (centres undefined)	0	-6	1	2	0.8	-5	47	0	0
O=C(CC1C(=O)N(Cc2ccccc2)C(=S)N1CCN1CCOCC1)Nc1ccc(F)cc1 (centres undefined)	-1	1	0	-2	2.1	3	6	0	0
Cc1nc2c(C(=O)N3CCOCC3)cnn2c(C)c1Cc1cccc(Cl)c1	-2	-8	-1	-1	4.5	-13	-1	-1	1
CCCCn1c(-c2ccncc2)nc2c1c(=O)[nH]c(=O)n2CC(C)C	0	17	2	-8	0.4	13	-1	-1	0
CN1CCC(OC(=O)c2ccc(Cl)cc2Cl)CC1	-3	-12	-2	2	-0.3	-9	0	-9	0
CCC1CCc2sc(C(=O)N3CCCN(C)CC3)cc2C1 (centres undefined)	-3	1	0	-1	-0.8	22	1	-4	0
Cc1nc(SCC(=O)c2cc3ccccc3oc2=O)c(C#N)c(-c2cccs2)c1C(=O)Nc1ccccc1	14	7	-2	10	-1.8	4	-3	-1	1
CCOc1ccccc1/C=N/OCC(=O)NCc1ccc(F)cc1	-2	12	3	0	-0.7	11	-12	8	3
CC1CCN(C(=O)C2CCN(C(=O)c3ccc(C(C)(C)C)cc3)CC2)CC1	-1	-15	2	-2	-0.1	8	10	9	1
CCOC(=O)C1CCN(c2cc(=O)n(C3CCCCC3)c(=O)[nH]2)CC1	1	3	-3	-2	-2.4	1	3	-2	0
Cn1c(=O)c(-c2ccccc2)nn2c3ccccc3nc12	1	7	-8	2	-0.5	-1	52*	-3	1
Cc1ccc(C(=O)N2c3ccccc3N(Cc3ccccc3)C(=O)C2(C)C)cc1	5	-2	2	7	1.7	-15	2	4	0
COc1ccc(-c2[nH]ncc2CN2CCC(N3CCSCC3)CC2)c(F)c1	-1	-8	2	-1	4.2	5	-2	-3	0
